pCIP destab – compounds decreasing mouse p/CIP protein stability; F442A p/CIP-EGFP cells, EGFP fluorescence, 16 h; Q05BA5; 290,000 tested, 0.01% active; decrease of EGFP signal, % at 10 µM;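 active = EGFP signal decrease of at least 30% at 10 µM or well 3 SD below plate mean, unless failing retest; inactive = the rest, including hits failing retest or dose response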; note: some compounds called inactive have numbers as strong as hits; many of its hits are not listed in these tables
IMP-1 inh – inhibitors of Pseudomonas aeruginosa IMP-1 metallo-beta-lactamase. purified IMP-1, nitrocefin hydrolysis, epi-absorbance fluorescence. inhibition, % at 5.6 µM. 290,000 tested, 0.45% active. AID 1556;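 active = inhibition above the mean plus 3 SD of all compounds in the same screening run, cut at about 4.5% in these data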;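 note: 0% = IMP-1 with DMSO and 100% = DMSO wells lacking enzyme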
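assay system = purified recombinant IMP-1 metallo-beta-lactamase enzyme | schedule = 15 min preincubation plus 25 min reaction at 25 °C | signal = Epi-absorbance fluorescence, 480 nm excitation, 530 nm emission | read-out basis = percent inhibition from optical density relative to buffer-blank wells | controls = IMP-1 with DMSO as 0%, enzyme-free DMSO as 100%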
IDE cell activ – boosts human insulin-degrading enzyme activity in HEK cells. FAbeta-B cleavage, fluorescence polarization; 0% vehicle, 100% cell-free pure enzyme wells. activation, % at 5.96 µM. 340,000 tested, 0.073% active;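 active = activation above the mean of all tested compounds plus 3 SD, set per screening campaign, cut at about 17% in these data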
UBC9 SUMO inh – inhibitors of human SUMOylation (UBC9); HTRF SUMOylation assay, SAE1/SAE2 + UBC9, in vitro; P63279; inhibition, % at 35 µM; 290,000 tested, 0.36% active; AID 2006; in the data active = inhibition above about 50%, passing the limit was not always enough; note: strong numbers were not always called active
Target sequence (P63279 whole entry, looked up): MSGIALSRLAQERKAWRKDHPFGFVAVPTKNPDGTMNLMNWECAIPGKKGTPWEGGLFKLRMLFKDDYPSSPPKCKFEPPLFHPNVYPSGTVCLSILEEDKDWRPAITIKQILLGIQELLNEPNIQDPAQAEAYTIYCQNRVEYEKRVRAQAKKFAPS
FID counter – fluorescent intercalator displacement, NS3 helicase counter-screen | DNA fluorescent intercalator displacement, fluorescence | 290,000 tested, 0.17% active | inhibition, % at 7.9 µM; in the data active = inhibition above about 37%;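 note: 0% = vehicle and 100% = reference compound; higher means more ethidium bromide displaced from hairpin DNA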
VIM-2 inh – inhibitors of Pseudomonas aeruginosa VIM-2 metallo-beta-lactamase; purified VIM-2, nitrocefin hydrolysis, epi-absorbance fluorescence; inhibition, % at 5.6 µM; 290,000 tested, 0.89% active; AID 1527;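 active = inhibition above the mean of all tested compounds plus 3 SD, cutoff set per screening run, cut at about 7.5% in these data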;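 note: red hydrolysis product quenches plate fluorescence so inhibitors raise well fluorescence; 0% = enzyme with DMSO and 100% = DMSO without enzyme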
MEKK3 PB1 HTS – MEKK3-MEK5 PB1 interaction, increase or decrease; Q99759; bead-based flow cytometry, Alexa488-MEK5 binding to MEKK3; actives lie on both sides; 0 = blocked by unlabeled MEK5, 100 = vehicle; binding response (% of control), % at 10 µM; 290,000 tested, 1.4% active;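 active = binding response more than 3 SD above or below the average of its plate-row segment, actives on both sides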;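 note: Alexa488 bead fluorescence after subtracting the streptavidin-only scavenger bead signal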
Target sequence (Q99759 whole entry, looked up): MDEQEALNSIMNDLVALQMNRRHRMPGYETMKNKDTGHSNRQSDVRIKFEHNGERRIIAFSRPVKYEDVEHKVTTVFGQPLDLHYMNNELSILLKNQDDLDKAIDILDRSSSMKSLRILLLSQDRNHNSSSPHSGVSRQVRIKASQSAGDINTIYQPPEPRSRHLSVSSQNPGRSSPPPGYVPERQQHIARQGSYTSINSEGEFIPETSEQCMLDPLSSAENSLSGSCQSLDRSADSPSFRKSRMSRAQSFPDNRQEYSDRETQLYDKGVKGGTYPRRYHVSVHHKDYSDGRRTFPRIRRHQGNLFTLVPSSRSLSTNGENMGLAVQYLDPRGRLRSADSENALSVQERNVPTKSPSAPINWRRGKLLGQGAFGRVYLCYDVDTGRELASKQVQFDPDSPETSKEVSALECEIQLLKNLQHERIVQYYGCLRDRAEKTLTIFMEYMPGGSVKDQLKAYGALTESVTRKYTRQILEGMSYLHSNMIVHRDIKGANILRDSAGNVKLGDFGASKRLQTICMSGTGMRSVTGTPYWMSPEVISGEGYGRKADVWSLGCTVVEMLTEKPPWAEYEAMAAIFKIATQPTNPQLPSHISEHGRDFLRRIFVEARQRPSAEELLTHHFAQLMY
HCV NS3 hel inh – blocks Hepatitis C virus NS3 helicase unwinding; NS3 helicase DNA unwinding, Cy5 molecular beacon fluorescence; inhibition, % at 10.9 µM; 290,000 tested, 0.56% active; AID 1800;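 active = inhibition above the mean of all tested compounds plus 3 SD, set per campaign, cut at about 35% in these data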;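 note: 0% = DMSO wells and 100% = thioflavine S control wells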
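test system = hepatitis C virus NS3 helicase domain fragment enzyme | reagent = annealed dual-labelled DNA beacon duplex, ATP-started | times = 1 h at 25 °C | detection = Cy5 fluorescence, 0 and 60 min reads | read-out basis = percent inhibition from t60/t0 fluorescence ratio | control set = DMSO and thioflavine S | replication = one well per compound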
PHOSPHO1 inh – blocks human PHOSPHO1 phosphatase activity | 290,000 tested, 1.1% active | recombinant PHOSPHO1, absorbance phosphatase assay | AID 1565 | inhibition, % at 13.3 µM | Q8TCT1; in the data active = inhibition above about 60%
Active calls of the source: *; nt = no result given. A portion of the library. The share of hits here may be higher or lower than overall.

SMILES	pCIP destab	IMP-1 inh	IDE cell activ	UBC9 SUMO inh	FID counter	VIM-2 inh	MEKK3 PB1 HTS	HCV NS3 hel inh	PHOSPHO1 inh
O=C(Cc1c(F)cccc1Cl)Nc1cccnc1	-15	-3.5	1	15	1	-2.3	102	3	-13
Cc1cnc(C(=O)OCc2ccc(C#N)cc2)cn1	-8	-0.7	0	2	-2	-2.0	99	-16	27
Cc1ccsc1CNCC(O)c1ccccc1 (configuration not stated)	15	-2.8	7	17	0	-2.6	103	-4	nt
Cc1cc(=O)[nH]c(-n2[nH]c(C)cc2=O)n1	-2	0.9	1	73	-6	-0.1	101	7	4
COc1cc(NC(=S)NCc2ccco2)cc(OC)c1OC	-11	-2.4	2	12	-5	-2.7	111	3	-4
Cc1cc(=O)oc2cc(OC(C)C(=O)NCCc3ccc(S(N)(=O)=O)cc3)ccc12 (configuration not stated)	0	-4.8	2	10	-5	-2.5	100	-3	16
Cc1ccc(SCCNC(=O)CN(c2ccc3c(c2)OCO3)S(C)(=O)=O)cc1	0	-1.1	2	-19	-26	-0.1	110	-1	0
CCOc1ccccc1CN1CCC(n2nccc2NC(=O)CCc2ccccc2)CC1	3	-1.7	-2	2	17	-6.4	104	-24	-16
CN(Cc1nc(Cc2cccc(C(F)(F)F)c2)no1)C1CC(C)(C)NC(C)(C)C1	0	-0.8	1	6	17	-2.5	103	-18	20
C/C(=N\NC(=O)C(O)c1ccccc1)c1ccc(Cl)s1 (configuration not stated)	8	0.4	4	18	-6	0.1	102	7	33
O=C(NCCN1CCOCC1)C1CCN(c2ncnc3c2sc2cccc(F)c23)CC1	-15	-1.2	-6	23	0	23*	110	-10	-9
C/C(=N\Nc1nncc2ccccc12)c1ccc(C(C)(C)C)cc1	1	-3.6	-5	-9	-15	-5.9	106	-26	28
Cc1ccc(N2CC(C(=O)Nc3c(C)n(C)n(-c4ccccc4)c3=O)CC2=O)cc1 (configuration not stated)	-23	-3.6	5	19	0	-4.4	93	5	17
O=C(CSc1nnc(Cc2cc(=O)[nH]c(=O)[nH]2)n1-c1ccccc1)NCC1CCCO1 (configuration not stated)	-2	-4.5	0	14	-5	-3.3	104	2	0
CCCCn1c(=O)[nH]c(=O)c2c1nc(-c1ccc(C)c([N+](=O)[O-])c1)n2CC	-4	-1.3	1	5	-19	2.3	98	-16	36
O=C(Nc1nccs1)c1cc([N+](=O)[O-])ccc1Cl	2	-0.7	5	2	1	-2.7	107	4	nt
CCn1nc(C(=O)Nc2cccc(C(F)(F)F)c2)c(Cl)c1Cl	-16	-3.2	1	12	-3	-1.9	96	21	-1
NC(N)=NC(N)=Nc1ccc(SC(F)(F)F)cc1	-25	-1.9	2	-4	22	-1.3	100	-48	-13
O=C(c1ccc([N+](=O)[O-])s1)N1CCc2ccccc21	-1	-1.0	2	8	1	-0.3	102	-4	17
O=C(Nc1ccc(Cl)cc1)c1ccc2c(=O)n3c(nc2c1)CCCCC3	-23	-3.4	-6	1	-25	-2.0	104	-13	-25
CC1(C)CC(=O)C(C(c2ccc(Br)cc2)C2C(=O)CC(C)(C)CC2=O)C(=O)C1	-13	-3.7	2	12	-17	-0.9	84	-3	-14
Cc1cccn2c(=O)c3cc(C(=O)NCCCn4ccnc4)n(C)c3nc12	2	23*	0	24	2	10*	nt	-6	11
CCC(C)c1ccc(NC(=O)N2CCN(C(=O)C3CCCO3)CC2)cc1 (configuration not stated)	7	-1.6	4	1	-20	-1.2	96	3	nt
Nc1c(-c2ccccc2)c(CSc2nc3ccccc3[nH]2)nn1-c1cccc(C(=O)O)c1	3	-3.2	-2	22	-39	-0.2	114	24	48
O=C1c2sc3nc4n(c(=O)c3c2CCC1Br)CCCCC4 (configuration not stated)	-5	-1.5	2	-1	1	1.8	102	1	4
Cc1cccc(Nc2nc(N)nc(-c3oc4ccccc4c3C)n2)c1	-8	-0.3	2	23	-8	0.1	77	-71	16
COc1ccc(C2C(C(=O)O)c3ccccc3C(=O)N2Cc2ccco2)cc1 (configuration not stated)	-10	-0.8	nt	10	-15	-1.4	103	12	43
COc1ccccc1N(CC(=O)NCC1CCCO1)C(=O)CCC(=O)Nc1nccs1 (configuration not stated)	-10	-5.9	0	21	-19	-2.2	103	5	2
NC(=O)c1sc2nc(-c3cccs3)ccc2c1N	-19	-2.3	0	20	-4	0.0	105	0	25
O=C(c1cc2cc(C(F)(F)F)ccc2s1)N1CCOCC1	8	-2.2	7	9	-5	-1.1	103	3	44
Cn1c(=O)c2c(nc(NCC3CCCO3)n2Cc2ccccc2)n(C)c1=O (configuration not stated)	-3	-0.1	0	12	-8	-4.8	106	4	-11
CC(C)c1ccc(NC(=O)C2=NNC(=O)CC2)cc1	7	-2.5	0	-20	-4	-2.9	102	3	-3
CCCSCCCNC(=O)c1cc2c(s1)CS(=O)(=O)C2	1	-0.7	2	4	-5	0.6	103	0	-38
O=C(Nc1ccccc1)c1ccc(NCCN2CCOCC2)c(S(=O)(=O)N2CCOCC2)c1	-8	-3.3	5	7	-16	-3.5	101	-3	22
CCOC(=O)COc1ccc(C2NC(C(=O)O)CS2)cc1 (configuration not stated)	3	-1.5	5	-4	5	-1.0	104	4	21
Cc1c(C(=O)N(Cc2cccs2)C2CCS(=O)(=O)C2)oc2ccccc12 (configuration not stated)	-6	-3.4	0	-2	-26	-3.4	100	-9	-8
O=C(Oc1cc(-c2ccccc2)no1)c1ccc(F)cc1	24	0.5	-4	4	1	-2.1	103	3	5
COc1cc(N)cc(NC(=O)c2ccncc2)c1	-1	-2.8	7	9	-8	-5.0	102	2	11
CN1CCC(OC(=O)C23CCC(C)(C(=O)O2)C3(C)C)CC1 (configuration not stated)	1	-0.3	3	-10	0	-2.9	104	7	11
COc1cccc(CNc2nc3ccccc3n2C(C)C)c1O	6	-2.1	-2	-1	0	-0.7	99	8	8

Twelve compounds out of the list, sorted by molecular weight, smallest number first:
SMILES	pCIP destab	IMP-1 inh	IDE cell activ	UBC9 SUMO inh	FID counter	VIM-2 inh	MEKK3 PB1 HTS	HCV NS3 hel inh	PHOSPHO1 inh
CC(C)c1ccc(NC(=O)C2=NNC(=O)CC2)cc1	7	-2.5	0	-20	-4	-2.9	102	3	-3
NC(=O)c1sc2nc(-c3cccs3)ccc2c1N	-19	-2.3	0	20	-4	0.0	105	0	25
O=C(Oc1cc(-c2ccccc2)no1)c1ccc(F)cc1	24	0.5	-4	4	1	-2.1	103	3	5
CN1CCC(OC(=O)C23CCC(C)(C(=O)O2)C3(C)C)CC1 (configuration not stated)	1	-0.3	3	-10	0	-2.9	104	7	11
O=C(c1cc2cc(C(F)(F)F)ccc2s1)N1CCOCC1	8	-2.2	7	9	-5	-1.1	103	3	44
Cc1cccc(Nc2nc(N)nc(-c3oc4ccccc4c3C)n2)c1	-8	-0.3	2	23	-8	0.1	77	-71	16
CCCSCCCNC(=O)c1cc2c(s1)CS(=O)(=O)C2	1	-0.7	2	4	-5	0.6	103	0	-38
Cc1cccn2c(=O)c3cc(C(=O)NCCCn4ccnc4)n(C)c3nc12	2	23*	0	24	2	10*	nt	-6	11
O=C1c2sc3nc4n(c(=O)c3c2CCC1Br)CCCCC4 (configuration not stated)	-5	-1.5	2	-1	1	1.8	102	1	4
Cn1c(=O)c2c(nc(NCC3CCCO3)n2Cc2ccccc2)n(C)c1=O (configuration not stated)	-3	-0.1	0	12	-8	-4.8	106	4	-11
Nc1c(-c2ccccc2)c(CSc2nc3ccccc3[nH]2)nn1-c1cccc(C(=O)O)c1	3	-3.2	-2	22	-39	-0.2	114	24	48
CC1(C)CC(=O)C(C(c2ccc(Br)cc2)C2C(=O)CC(C)(C)CC2=O)C(=O)C1	-13	-3.7	2	12	-17	-0.9	84	-3	-14

Next compounds follow.
SMILES	pCIP destab	IMP-1 inh	IDE cell activ	UBC9 SUMO inh	FID counter	VIM-2 inh	MEKK3 PB1 HTS	HCV NS3 hel inh	PHOSPHO1 inh
CCCN(CCC)S(=O)(=O)c1nc2nc(C)cc(C)n2n1	4	-0.5	2	2	-11	0.4	66	4	24
Nc1c(C(=O)NCc2ccco2)c2nc3ccccc3nc2n1CCc1ccccc1F	-3	-6.3	3	101	-12	-4.9	103	14	14
Nc1ccc(-c2nc3c(Cl)cc(N)cc3[nH]2)cc1	6	-0.8	5	36	20	-0.1	91	-32	18
OC1=C(O)c2nc3cc(F)ccc3nc21	-3	-2.5	nt	25	38*	8.2*	109	-6	-1
O=C(NCCc1c[nH]c2ccccc12)C1CCCN(S(=O)(=O)c2ccccc2)C1 (configuration not stated)	-2	-3.5	1	2	-30	1.0	109	-1	40
O=C(/C=C/c1ccc2c(c1)OCO2)Nc1cc(S(=O)(=O)N2CCOCC2)ccc1N1CCOCC1	-7	-2.3	3	20	-6	-2.5	102	-2	-15
O=C(Nc1nc(=O)c2ccccc2s1)c1ccc(F)cc1	-6	-2.6	-18	6	-3	5.8	106	3	2
CCc1ccccc1N1CN(Cc2cccnc2)CNC1=S	-13	-1.0	-4	29	-11	-0.3	98	2	4
COCCn1c(=NC(=O)CSCC(=O)N2CCOCC2)sc2cc(C)ccc21	-26	-2.0	2	9	-27	-1.5	101	-4	12
O=C(NCc1ccccc1F)c1ccncc1	-7	-1.9	3	11	-6	0.1	103	-5	12
CCN(CC)S(=O)(=O)c1cccc2nsnc12	-3	-5.3	1	0	0	-1.9	102	3	10
CCN(CC)CCNC(=O)CS(=O)Cc1nc(-c2ccccc2Cl)oc1C (configuration not stated)	1	-0.7	18*	28	4	-1.6	93	7	10
COCCCNC(=S)N/N=C/c1ccc(O)cc1	3	-3.1	1	17	-2	-2.4	101	14	-23
O=C(Nc1cc(F)ccc1F)C1CCN(S(=O)(=O)c2cccc3nonc23)CC1	6	1.1	1	-5	-1	-2.3	101	9	28
COc1ccc(CCNC(=O)CNCCc2ccc(F)cc2)cc1	-5	-0.6	0	20	6	-2.6	102	-11	36
C#CCNC(=O)C1=C[C@@H](c2csc3ccccc23)C[C@@H](OCc2ccc(CO)cc2)O1	-18	-3.0	-4	-1	-33	-1.8	104	-8	30
Cn1c(=O)[nH]c(=O)c2c1nc(NCCCn1ccnc1)n2Cc1ccccc1	5	-3.0	3	10	-1	0.6	105	6	20
C=CCNC(=O)/C(C#N)=C/c1ccc(C(=O)O)cc1	-2	-2.5	4	13	1	-0.4	101	0	-77

Screening data from PubChem.
